# Source: PubChem BioAssay (National Center for Advancing Translational Sciences (NCATS))
# FBPA Giardia inh = inhibitors of Giardia lamblia fructose-1,6-bisphosphate aldolase. hit rate 0.71% among 290,000. purified Giardia FBPA. Potency, µM (top dose mostly 59.6 µM), for inactives: at the highest dose activity, negative = inhibition, most hits filed as inhibitors. A8B2U2; note: potency is the fitted concentration of half-maximal effect; % is set by controls: 0 for no effect and ±100 for the full control effect; nearly all actives have a fitted effect of over 55% in size
# Target sequence (A8B2U2 whole entry, looked up): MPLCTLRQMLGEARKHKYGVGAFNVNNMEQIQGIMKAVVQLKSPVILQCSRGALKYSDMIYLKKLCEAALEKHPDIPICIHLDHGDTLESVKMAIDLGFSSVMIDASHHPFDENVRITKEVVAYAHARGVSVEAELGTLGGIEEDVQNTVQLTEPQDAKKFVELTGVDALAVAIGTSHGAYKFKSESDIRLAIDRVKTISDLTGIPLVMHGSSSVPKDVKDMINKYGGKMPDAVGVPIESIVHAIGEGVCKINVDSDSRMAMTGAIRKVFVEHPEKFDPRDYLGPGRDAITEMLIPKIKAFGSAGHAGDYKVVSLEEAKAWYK
#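 Giardia FBPA (40 nM reagent) was preincubated 10 min at RT with compound (up to 57.5 uM final), then substrate plus GAPDH/TPI/NAD/arsenate coupling system with diaphorase/resazurin was added; resorufin fluorescence (525/598 nm) was read after 20 min.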
# Pf growth 48h = inhibits P. falciparum growth in the first generation, 48 h. P. falciparum luciferase growth in erythrocytes, 48 h. Potency, µM (titrated, usually from 28.7 µM), for the others: at the top dose activity change, negative = inhibition, hits mostly inhibitors. hit rate 5.9% among 310,000. AID 504832; note: potency is the fitted concentration of half-maximal effect; % is set by controls: 0 for no effect and ±100 for the full control effect
#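 Cell-based growth assay: transgenic P. falciparum expressing firefly luciferase, cultured in red cells within RPMI 1640 containing 0.5% w/v Albumax, 24 mM bicarbonate and gentamycin. A drop in luciferase activity indicates inhibition.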
# Pf growth 96h = P. falciparum growth inhibition at 96 hour, primary screen for plastid delayed-death inhibitors. Potency, µM (series often up to 28.7 µM), for the others: at the top dose activity change, negative = inhibition, most hits filed as inhibitors. P. falciparum luciferase reporter growth, 96 h. hit rate 6.9% among 320,000; note: potency is the fitted concentration of half-maximal effect; % is set by controls: 0 for no effect and ±100 for the full control effect
#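 P. falciparum expressing integrated firefly luciferase, in erythrocytes at 2% hematocrit, 0.05% parasitemia, incubated with compounds 96 h at 37 C, 5% CO2. Growth inhibition read as loss of luminescence; two-generation exposure targets delayed-death apicoplast inhibitors.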
# Sm TGR inh = inhibitors of Schistosoma mansoni thioredoxin glutathione reductase. Q962Y6. purified TGR, DTNB reduction, TNB absorbance 405 nm. Potency, µM (doses to about 114 µM), for inactives: at the highest dose activity change, negative = inhibition, most hits filed as inhibitors. hit rate 3% among 360,000. AID 485364; note: potency is the fitted concentration of half-maximal effect; % is set by controls: 0 for no effect and ±100 for the full control effect; nearly all actives have a fitted effect of over 60% in size
#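 Kinetic colorimetric format: TGR-catalysed, NADPH-driven DTNB reduction monitored via TNB absorbance. Enzyme dispensed at 20 nM; compound exposure 15 min at room temperature before reaction start.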
# Cycloheximide cs = counter-screen hit for Shiga toxin inhibitors, cycloheximide; hit rate 12% among 300,000; cell reporter, cycloheximide protein synthesis inhibition counterscreen; max response, %; in the data active = max response mostly above about 13%, no sharp cut-off; inactive = mostly below about 14%; note: read at 38.3 µM for the half of the compounds with a filed dose; 0% is about no effect
# Shiga toxin inh = inhibitors of Shiga toxin in Vero cells | Vero cells, Shiga toxin protein synthesis inhibition reporter | inhibition, % at 38.7 µM | hit rate 9.2% among 290,000 | AID 2315; in the data active = inhibition mostly above about 28%, no sharp cut-off; inactive = mostly below about 43%; note: 0% is about no effect
# Starred values were filed as active, the others as inactive; ? = inconclusive; · = not tested or not shown; [ ] = another dose, or the depositor's remark. Unless noted, calls come from the whole dose curve; as a rule, active = well fitted curve in the direction sought with a large enough effect; inconclusive = small, poorly fitted or top-dose-only effect, or another doubt; inactive = no such curve, though single readings can be large; an effect the other way counts as inactive or inconclusive.
item	Compound	FBPA Giardia inh	Pf growth 48h	Pf growth 96h	Sm TGR inh	Cycloheximide cs	Shiga toxin inh
1	CCOc1ccc(C(C(=O)NC2CCCC2)N(C(=O)c2snc(C(N)=O)c2N)C2CCCC2)cc1 (configuration not stated)	-8.6%	?	?	-9.2%	-3.0	12.4
2	CCn1c(SCc2ccc(F)cc2)nnc1C1CCN(S(=O)(=O)c2ccc(OC)cc2)CC1	-0.3%	11.7µM*	8.28µM*	-7.7%	-0.5	-1.8
3	O=C(NCc1ccco1)c1ccc(Cn2c(=O)c3ccccc3n(Cc3cccc(F)c3)c2=O)cc1	1.9%	·	·	3.1%	5.1	20.7
4	CCOC(=O)c1ccc(NC(=O)C2(c3ccc(OC)cc3)CCOCC2)cc1	-0.5%	9.1%	69.5%[activator]	3.6%	-1.3	-19.2
5	CCC(=O)N1CCCc2cc(S(=O)(=O)N3CCC(N4CCCCC4)CC3)ccc21	1.0%	-23.3%	?	-14.9%	0.8	-12.7
6	O=C(CN1CCC(n2cnc3cc(F)ccc32)CC1)Nc1ccccc1Br	3.3%	?	8.0%	1.3%	-4.3	-9.6
7	Cc1cccc(-c2nc3c(c(SCC(N)=O)n2)CCCC3)c1	1.8%	-12.1%	20.4%	1.6%	0.5	8.1
8	COc1ccc(-c2oc(NC(=O)c3ccc(C)cc3)c(C#N)c2-c2ccc(OC)cc2)cc1	0.6%	·	?	-3.0%	13.1	-8.2
9	CC[C@H](C)[C@H](NC(=O)[C@H](N)Cc1ccc(O)cc1)C(=O)N[C@@H](CC(N)=O)C(=O)N[C@@H](CC(C)C)C(=O)N[C@H](C(=O)N[C@@H](C(=O)N[C@@H](CCCN=C(N)N)C(=O)N[C@@H](CCC(N)=O)C(=O)N[C@@H](CCCN=C(N)N)C(=O)N[C@H](Cc1ccc(O)cc1)C(N)=O)[C@@H](C)O)[C@@H](C)CC	7.1%	·	·	·	-3.5	-6.0
10	Cc1[nH]c2ccccc2c1/C=N/NC(=O)CNC(=O)c1ccc2c(c1)OCCO2	-18.4%	12.7%	16.3%	8.7%	-3.1	-1.1
11	Cc1ccc(NC(=O)C2CCCN(C(=O)c3ccc(Cl)cc3)C2)c(C)c1 (configuration not stated)	0.1%	31.1%[activator]	-25.0%	1.1%	15.2	25.2
12	Cc1cc2c(Nc3ccccc3)ncnc2s1	-13.4%	5.2%	4.2%	·	2.9	21.0
13	COC(=O)c1cncn1C(C)c1ccccc1 (configuration not stated)	-24.7%	?	2.08µM*	-3.0%	-0.7	1.4
14	Cc1cccc(-c2nc3ccccc3c3nncn23)c1	6.4%	·	?	6.8%[11.4 µM]	-3.4	-18.8
15	Nc1nc2c(ncn2[C@H]2C[C@H](O)[C@@H](CO)O2)c(=O)[nH]1	·	6.5%	3.0%	7.3%	·	·
16	CN1CCC(Oc2ccccc2Sc2ccccc2)CC1	-20.1%	?	13.1µM*	1.1%	-4.6	-5.6
17	CCOC(=O)C1=C(COC(=O)/C=C/c2ccc(OC)cc2OC)NC(=O)NC1C (configuration not stated)	·	?	-8.1%	3.7%	·	·
18	O=S(=O)(NCc1ccccc1F)c1cccc(S(=O)(=O)N2CCOCC2)c1	0.8%	8.28µM*	62.6%[activator]	-2.6%	-1.0	3.1
19	O=C(CSc1nc(-c2ccco2)cc(C(F)(F)F)n1)N1CCN(c2cccc(Cl)c2)CC1	?	?	-7.9%	0.2%	3.4	13.6
20	CCC(=O)Nc1cc(C(=O)N2CCC3(CC2)OCCO3)ccc1S(=O)(=O)c1ccc(C)cc1	4.6%	19.0%	3.7µM*	-3.7%	-4.5	27.6
21	O=C(O)COc1ccccc1C1C2C(=O)N(c3ccccc3)C(=O)C2ON1c1ccccc1 (configuration not stated)	-3.9%	3.4%	·	22.4µM*	15.6	65.5
22	O=C(CSc1nc(C(F)(F)F)cc(=O)[nH]1)NCc1ccc2c(c1)OCO2	·	?	13.3%	2.0%	·	·
23	Cc1ccc(NS(=O)(=O)c2ccc3[nH]c4c(c3c2)CCCCCC4)cc1Cl	·	·	·	0.3%	-2.5	-0.5
24	COc1ccc(CC(=O)NNC(=O)c2cccs2)cc1	6.5%	30.7%[activator]	2.94µM*	0.0%	5.7	5.0
25	COc1ccc(CC(=O)Oc2ccc(F)c(F)c2)cc1S(=O)(=O)N1CCOCC1	·	-22.2%	4.7%	-7.2%	·	·
26	O=C(CCCN1C(=O)c2cccc3cccc(c23)C1=O)NCc1cccs1	6.4%	-2.7%	3.9%	6.3%	-1.3	3.1
27	Cn1nnnc1SCc1nc2scc(-c3ccc(Cl)cc3)c2c(=O)[nH]1	0.3%	-9.7%	-19.4%	-4.5%	2.5	16.5
28	O=C(Nc1cc(Cl)ccc1Cl)C1Cc2ccccc2O/C1=N\O (configuration not stated)	4.0%	-0.2%	7.0%	8.5%	-0.2	13.5
29	C/C(=N\NC(=O)CSc1nc2ccccc2[nH]1)c1ccncc1	-1.3%	1.1%	20.2%	1.1%	-2.4	-11.0
30	COc1ccc(C(=O)N2CCCC2(C#N)c2ccccc2)cc1[N+](=O)[O-] (configuration not stated)	-4.1%	·	?	2.2%	-0.8	18.4

# Nothing new here: entries from further up.
item	Compound	FBPA Giardia inh	Pf growth 48h	Pf growth 96h	Sm TGR inh	Cycloheximide cs	Shiga toxin inh
1	CCOc1ccc(C(C(=O)NC2CCCC2)N(C(=O)c2snc(C(N)=O)c2N)C2CCCC2)cc1 (configuration not stated)	-8.6%	?	?	-9.2%	-3.0	12.4
2	CCn1c(SCc2ccc(F)cc2)nnc1C1CCN(S(=O)(=O)c2ccc(OC)cc2)CC1	-0.3%	11.7µM*	8.28µM*	-7.7%	-0.5	-1.8

# Other compounds:
item	Compound	FBPA Giardia inh	Pf growth 48h	Pf growth 96h	Sm TGR inh	Cycloheximide cs	Shiga toxin inh
31	CC1(C)Cc2nc3scc(NC(=O)c4ccccc4)c3cc2CO1	3.8%	5.8%	21.9%	8.3%	14.4*	28.3
32	O=C1C2CCCN2C(=O)N1CCCCN1CCN(c2ccccc2)CC1 (configuration not stated)	-27.0%	8.3%	0.0%	3.2%	2.4	-6.1
33	CCN(C1CCCCC1)S(=O)(=O)CCNC(=O)c1ccccc1	·	?	7.0%	9.0%	·	·
34	Cc1ccc(S(=O)(=O)N(C)C)cc1NC(=O)COC(=O)c1ccc(Cl)cc1	3.6%	5.3%	31.8%[activator]	10.8%	-2.4	-6.7
35	Cc1cc(OC(C)C(=O)NCC2CCC(C(=O)O)CC2)c2c(C)c(C)c(=O)oc2c1 (configuration not stated)	11.5%	-7.0%	7.4%	5.3%	-2.6	-8.8
36	CC(C)(C)c1cc(C(=O)NNC(=O)c2ccc(C(F)(F)F)cc2)no1	11.3%	32.7%[activator]	40.9%[activator]	-4.7%	-1.4	-16.1
37	CNS(=O)(=O)c1ccc2c3c(cccc13)C(=O)N2	0.6%	12.1%	0.4%	-16.6%	-3.4	-5.8
38	Cc1nnc(SCc2cnc(-c3ccc(C(C)C)cc3)s2)n1C	7.6%	250.1%[activator]	11.7µM*	2.9%	27.1*	38.8
39	CCN1C(=O)C(=Cc2ccc(N3CCOCC3)o2)C(=O)N(CC)C1=S	3.0%	1.0%	0.0%	-25.2%	-2.0	-12.0
40	COc1ccc(CCNC(=O)C2CCC(C(C)(C)C)CC2)cc1OC (configuration not stated)	·	?	?	-0.5%	-1.2	-27.0
41	O=C(Cc1ccc(Cl)cc1)Nc1ccccc1CO	6.5%	-2.0%	-25.4%	0.3%	11.7	-3.4
42	COc1ccc(/C=N/Nc2nnc(-c3ncc[nH]3)c3ccccc23)cc1	0.0%	98.1%[activator]	189.0%[activator]	3.6%	24.6*	78.4*
43	C=CCn1cnc2scc(-c3ccc(C)cc3)c2c1=O	4.0%	·	?	3.6%	-0.2	-8.3
44	CC(=O)N1CSCC1C(=O)N1CCN(c2ccc(N3CCOCC3)nn2)CC1 (configuration not stated)	1.4%	·	?	0.0%	-1.2	-15.3
45	C=CCOC(=O)C1=C[C@H](c2ccc(Br)cc2)[C@@H](CCCO)[C@H](OCC)O1	-3.0%	?	?	-2.8%	-3.3	-11.3
46	CCOC(=O)C1CCN(C(=S)Nc2ccc(Cl)cc2C)CC1	-4.4%	16.9%	-20.8%	6.4%	-3.6	-3.6
47	COc1ccc2c(CC(=O)OCC(=O)Nc3ccc4c(c3)OCO4)coc2c1	-5.0%	-3.7%	·	4.7%	-3.4	1.9
48	CCOc1ccc(CN(C(=O)c2ccco2)C2CCS(=O)(=O)C2)cc1 (configuration not stated)	6.1%	10.2%	2.0%	-30.0%	-5.3	-2.4
49	CCOc1ccc(-n2c(=O)[nH]cc(C(=O)Nc3ccc(OC)c(OC)c3)c2=O)cc1	12.0%	52.5%[activator]	-3.2%	3.7%	-4.7	-13.4
50	COc1ccc(OCC(=O)Nc2ccc(OC)c(S(=O)(=O)N3CCCCC3)c2)cc1	·	-6.4%	6.6%	3.5%	·	·
51	O=[N+]([O-])c1ccc(NCCNS(=O)(=O)c2ccccc2)cc1	-6.6%	9.3%	?	15.7%	-2.3	-12.3
52	COc1ccc(/C=C(\C#N)C(=O)OC2CCOC2=O)cc1 (configuration not stated)	-8.6%	0.0%	14.0%	17.9%	-1.5	-13.2
53	COc1ccc(CCN2CC(C(=O)NCCc3cnn(C)c3)CCC2=O)cc1 (configuration not stated)	1.8%	29.1%	15.5%	-12.8%	2.5	-6.2
54	O=C(N/N=C/c1ccco1)C1CC1(c1ccccc1)c1ccccc1 (configuration not stated)	6.0%	?	0.6%	-31.5%	-0.7	-40.1
55	CSc1ccccc1NC(=O)C1CC(c2ccccc2Cl)=NO1 (configuration not stated)	-3.8%	19.3%	?	0.2%	12.2	42.8
56	O=C(Cc1ccc(Cl)cc1)Nc1cccc2ncccc12	2.7%	18.2%	?	-3.2%	-0.9	2.2
57	CC(C)c1nc(C(=O)N2CCCC(CCC(=O)N(C)CCc3ccccn3)C2)cs1 (configuration not stated)	4.6%	7.1%	9.4%	0.0%	4.3	29.0
58	COc1cc2oc(=O)ccc2c(OC)c1CC(O)C(C)(C)O (configuration not stated)	4.8%	44.9%[activator]	30.3%[activator]	11.5%	-3.7	2.0
59	COc1cccc(CN2CCN(C(c3ccccc3)c3ccccc3)CC2)c1O	?	?	0.415µM*	-20.4%	-3.1	-7.0
60	CCN(CC)S(=O)(=O)c1ccc(CNC(=O)CN2C(=O)NC3(CCc4ccccc43)C2=O)cc1 (configuration not stated)	·	?	?	-7.9%	·	·

# An excerpt of these results, in transposed form.
(55) CSc1ccccc1NC(=O)C1CC(c2ccccc2Cl)=NO1 (configuration not stated)
(56) O=C(Cc1ccc(Cl)cc1)Nc1cccc2ncccc12
(57) CC(C)c1nc(C(=O)N2CCCC(CCC(=O)N(C)CCc3ccccn3)C2)cs1 (configuration not stated)
(58) COc1cc2oc(=O)ccc2c(OC)c1CC(O)C(C)(C)O (configuration not stated)
(59) COc1cccc(CN2CCN(C(c3ccccc3)c3ccccc3)CC2)c1O
(60) CCN(CC)S(=O)(=O)c1ccc(CNC(=O)CN2C(=O)NC3(CCc4ccccc43)C2=O)cc1 (configuration not stated)
assay / entry,55,56,57,58,59,60
FBPA Giardia inh,-3.8%,2.7%,4.6%,4.8%,?,·
Pf growth 48h,19.3%,18.2%,7.1%,44.9%[activator],?,?
Pf growth 96h,?,?,9.4%,30.3%[activator],0.415µM*,?
Sm TGR inh,0.2%,-3.2%,0.0%,11.5%,-20.4%,-7.9%
Cycloheximide cs,12.2,-0.9,4.3,-3.7,-3.1,·
Shiga toxin inh,42.8,2.2,29.0,2.0,-7.0,·
